Screening data (PubChem)
WRN inhibitor: inhibitors of human WRN helicase. Potency, µM (titrated, usually from 114 µM), without a hit: at the top dose activity change, negative = inhibition, usual class: inhibitors. WRN helicase unwinding, fluorescent forked duplex, kinetic. 360,000 tested, 0.46% active. Q14191; also: potency is read from the fitted curve at half-maximal effect; % is scaled to controls: 0 for no effect and ±100 for the full control effect; nearly all actives have a fitted effect of over 55% in size
Target sequence (Q14191 whole entry, looked up): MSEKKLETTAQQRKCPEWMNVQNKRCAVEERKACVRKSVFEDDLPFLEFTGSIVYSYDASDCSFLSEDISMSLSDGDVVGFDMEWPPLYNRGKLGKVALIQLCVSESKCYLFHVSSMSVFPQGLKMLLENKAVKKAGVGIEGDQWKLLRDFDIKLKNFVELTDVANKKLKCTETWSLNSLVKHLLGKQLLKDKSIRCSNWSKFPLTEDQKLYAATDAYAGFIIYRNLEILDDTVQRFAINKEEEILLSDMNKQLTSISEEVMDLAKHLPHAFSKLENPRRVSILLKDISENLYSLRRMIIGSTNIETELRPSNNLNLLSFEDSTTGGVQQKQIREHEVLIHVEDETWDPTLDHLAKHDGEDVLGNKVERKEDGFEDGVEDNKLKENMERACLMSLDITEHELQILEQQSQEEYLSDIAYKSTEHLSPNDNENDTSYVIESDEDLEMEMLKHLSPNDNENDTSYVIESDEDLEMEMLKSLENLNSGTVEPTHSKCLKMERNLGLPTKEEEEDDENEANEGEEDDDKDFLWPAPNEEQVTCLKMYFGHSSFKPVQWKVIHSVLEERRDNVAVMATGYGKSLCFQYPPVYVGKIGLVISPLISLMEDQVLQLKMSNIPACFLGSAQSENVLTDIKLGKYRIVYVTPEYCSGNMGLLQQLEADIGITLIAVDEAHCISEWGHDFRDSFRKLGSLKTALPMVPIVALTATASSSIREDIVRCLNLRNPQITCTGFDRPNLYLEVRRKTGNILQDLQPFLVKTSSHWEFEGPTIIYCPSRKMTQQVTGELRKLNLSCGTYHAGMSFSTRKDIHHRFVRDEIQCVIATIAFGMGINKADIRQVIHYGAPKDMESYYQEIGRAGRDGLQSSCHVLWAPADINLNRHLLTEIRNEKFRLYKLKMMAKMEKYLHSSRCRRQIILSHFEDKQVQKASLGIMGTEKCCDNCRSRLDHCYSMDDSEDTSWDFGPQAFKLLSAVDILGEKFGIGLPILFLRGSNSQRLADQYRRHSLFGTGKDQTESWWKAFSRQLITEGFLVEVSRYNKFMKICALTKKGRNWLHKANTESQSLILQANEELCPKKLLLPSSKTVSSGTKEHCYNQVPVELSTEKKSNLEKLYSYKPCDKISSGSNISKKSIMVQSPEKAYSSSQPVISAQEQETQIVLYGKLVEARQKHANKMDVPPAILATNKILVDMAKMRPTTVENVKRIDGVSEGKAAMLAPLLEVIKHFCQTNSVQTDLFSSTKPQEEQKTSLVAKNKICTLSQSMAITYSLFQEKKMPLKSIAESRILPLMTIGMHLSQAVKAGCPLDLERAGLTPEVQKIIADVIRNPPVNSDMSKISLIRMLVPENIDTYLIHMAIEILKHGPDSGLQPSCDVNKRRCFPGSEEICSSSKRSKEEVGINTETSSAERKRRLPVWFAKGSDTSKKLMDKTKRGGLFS
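Screening of the MLSMR collection measured strand separation of a quenched forked DNA duplex (100 nM) by 20 nM WRN with 2 mM ATP, all final. Compounds were preincubated with enzyme 15 min at room temperature.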
ATXN2 expr inh: reduces ATXN2 reporter expression in HEK-293 cells; Potency, µM (series often up to 57 µM), for the others: at the highest dose activity change, negative = inhibition, usual class: inhibitors; HEK-293 ATXN2-luciferase reporter, luminescence, 24 h; 360,000 tested, 0.72% active; also: potency is read from the fitted curve at half-maximal effect; % is scaled to controls: 0 for no effect and ±100 for the full control effect; nearly all actives have a fitted effect of over 55% in size
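ATXN2-luciferase reporter cells (luciferase flanked by upstream and downstream ATXN2 gene portions) were treated 24 h at 37 °C with compounds at up to 57 uM. SteadyGlo luminescence gave expression; GF-AFC fluorescence gave viability.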
IL1B secr inh: inhibitors of inflammasome signaling (IL-1 beta secretion); 360,000 tested, 4.7% active; activity change, % at 57.5 µM; THP-1 LPS/ATP IL-1B secretion, AlphaLISA, 16 h; hits give low values; in the data active = activity change below about -50%; inconclusive = mostly about -30% to -49%; also: % is scaled to controls: 0 for no effect and ±100 for the full control effect
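THP-1 cells pretreated 1 hr with compounds (up to 57.5 uM final), then stimulated with LPS (250 ng/mL final) plus ATP (1.25 mM final); secreted IL-1B measured by AlphaLISA after 16 hr, decreased signal indicating inhibition.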
SW480 rerep: induces DNA re-replication in SW480 colon adenocarcinoma cells. SW480 DNA re-replication, Hoechst DNA content imaging, 48 h. Potency, µM (highest dose often 46.1 µM), for inactives: top-dose re-replication activation, usual class: activators. 340,000 tested, 1.8% active. AID 624297; also: potency is read from the fitted curve at half-maximal effect; % of control where 0% means no effect; nearly all actives have a fitted effect of over 55% in size
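Image-based DNA-content assay: after two days of treatment, nuclei were labelled with the DNA dye Hoechst and imaged, and hits were compounds raising the count of nuclei showing high fluorescence intensity.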
HT1080 IDH1KD tx: kills HT-1080 cells with IDH1 knockdown. Potency, µM (series often up to 46.1 µM), without a hit: at the highest dose activity, negative = toxicity, most hits filed as cytotoxic. 360,000 tested, 2% active. HT-1080 IDH1 knockdown viability, ATP luminescence, 48 h;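 also: potency is read from the fitted curve at half-maximal effect; 0% = DMSO wells and -100% = cell-free medium wells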
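Knockdown cells (IDH1KD HT-1080) received compounds 2 h after plating at 750 cells/well and were kept 48 h at 37 °C in 5% FBS RPMI. A CellTiter-Glo luminescence read gave % activity for curve fitting.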
KB-3-1 tox: kills parental KB-3-1 adenocarcinoma cells | 400,000 tested, 1.4% active | KB-3-1 viability, CellTiter-Glo ATP luminescence, 72 h | Potency, µM (highest dose often 46.1 µM), inactives show at the highest dose activity change, negative = cytotoxic, actives largely listed as cytotoxic; also: potency is read from the fitted curve at half-maximal effect; % is scaled to controls: 0 for no effect and ±100 for the full control effect; nearly all actives have a fitted effect of over 60% in size
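Viability of parental KB-3-1 cells, measured by CellTiter-Glo luminescence, followed a 72 h incubation at 37 °C with pinned compounds in phenol-red-free DMEM containing 10% FBS.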
KB-V1 cytotox: KB-V1 MDR subline cytotoxicity; KB-V1 MDR cells viability, CellTiter-Glo, 72 h; Potency, µM (doses to about 46.1 µM), inactives show at the highest dose activity change, negative = cytotoxicity, actives largely listed as cytotoxic; 400,000 tested, 3.4% active; AID 1347076; also: potency is read from the fitted curve at half-maximal effect; % is scaled to controls: 0 for no effect and ±100 for the full control effect; nearly all actives have a fitted effect of over 60% in size
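Readout: CellTiter-Glo luminescence, 10 min after addition. Cells: KB-V1 MDR subline, 72 h at 37 degrees C with compound. Analysis: corrected, normalized data fitted to concentration-effect curves.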
HT1080NT lethal: kills 2HG-producing HT-1080-NT fibrosarcoma cells. HT-1080-NT fibrosarcoma viability, CellTiter-Glo ATP luminescence, 48 h. Potency, µM (series often up to 46.1 µM), for the others: at the highest dose activity, negative = less viability, most hits filed as cytotoxic. AID 686970. 360,000 tested, 1.6% active;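 also: NT is the 2HG producing partner of a matched IDH1 knockdown line; potency is read from the fitted curve at half-maximal effect; 0% = DMSO-treated cells and -100% = media-only wells without cells; nearly all actives have a fitted effect of over 55% in size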
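HT-1080-NT; 750 cells/well; 5% FBS RPMI; 48 h compound, 37 degrees C; CellTiter-Glo luminescence; curve fitting and curve-class assignment.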
MCF10A rereplic: inducers of DNA re-replication in MCF 10A breast cells; AID 624296; MCF 10A DNA re-replication, Hoechst nuclear intensity, 48 h; 350,000 tested, 2.9% active; Potency, µM (titrated, usually from 46.1 µM), without a hit: at the highest dose activity, positive = re-replication, most hits filed as activators; also: potency is read from the fitted curve at half-maximal effect; % of control where 0% means no effect; nearly all actives have a fitted effect of over 50% in size
* hit, by the source's call; ? = inconclusive; . = no result given; & = joins results of further samples; [ ] = remark or other dose. Unless noted, calls follow the shape of the dose curve; as a rule, active = well fitted curve in the direction sought with a large enough effect; inconclusive = small, poorly fitted or top-dose-only effect, or another doubt; inactive = no such curve, though single readings can be large; an effect the other way counts as inactive or inconclusive.

SMILES	WRN inhibitor	ATXN2 expr inh	IL1B secr inh	SW480 rerep	HT1080 IDH1KD tx	KB-3-1 tox	KB-V1 cytotox	HT1080NT lethal	MCF10A rereplic
CC1=C(C(N)=O)C(c2ccc(Cl)cc2)NC(=O)N1 (stereo unspecified)	9%	-2%	1	-10%	-4%	-3%	12%	-5%	2%
COc1ccc(CNc2ccc([N+](=O)[O-])cn2)cc1	11%	18%	-8	?	-13%	-4%	-19%	-1%	5%
COc1ccc(-c2cnn3cc(-c4cccc(Cl)c4)cnc23)cc1	-2%	.	-13	-28%	10%	3%	12%	-1%	-2%
COc1ccccc1NC(=O)N(C)C[C@@H]1OCc2cn(nn2)CCCC(=O)N([C@H](C)CO)C[C@H]1C	-4%	5%	-12	.	4%	2%	10%	4%	.
COc1cc2c(cc1OC)C(C)N(C(=O)[C@@H](NC(=O)c1ccccc1)C(C)C)CC2 (stereo partly specified)	-5%	-14%	-52*	6%	-4%	-7%	0%	-11%	14%
CC(C)CCn1c(CN2CCN(Cc3ccccc3)CC2)nc2c1c(=O)n(C)c(=O)n2C	17%	-16%	0	-3%	-1%	-6%	?	-1%	8%
CN(c1ccc(OCC(=O)OCC(=O)NC2CCCC2)cc1)S(=O)(=O)c1ccc2ccccc2c1	-10%[57.1 µM]	4%	0	-41%[inhibitor][1.84 µM]	30%	-3%	7%	28%	6%
CC(C)(C)NC(=O)C[n+]1ccc(C(N)=O)cc1	-2%	1%	-12	-8%	15%	-9%	-15%	9%	9%
COCCn1c(SCC(=O)N2CCN(c3ccccc3)CC2)nc2c(c1=O)SC(C)C2 (stereo unspecified)	8%	-2%	6	-9%	-1%	-17%	-2%	-10%	-5%
CCOC(=O)N1CCN(c2c(NCCCN(CC)CC)c(=O)c2=O)CC1	-1%	-29%	-24	-2%	18%	3%	0%	13%	0%
COc1cc([N+](=O)[O-])ccc1NC(=O)CSc1nncn1-c1cccnc1	-1%	4%	10	12%	-2%	30%	?	0%	1%
Cc1ccc(-n2cc(C(=O)c3cc(Cl)ccc3O)cc(C#N)c2=O)cc1	-6%	-18%	18	7%	-1%	-8%	16µM*	-11%	?
Cc1ccc(/C=C2/SC(=O)NC2=S)o1	40µM*	1%	-12	-26%	-3%	-10%	50%	9%	-25%
c1cnc2ccc(C(c3nnnn3C3CCCCC3)N3CCN(C4CCCCC4)CC3)cc2c1 (stereo unspecified)	14%	-2%	-23	-2%	6%	-8%	-22%	1%	1%
Cc1ccc2nc(-c3ccccc3)c(Cc3cccc(Cl)c3)n2c1	-8%	-25%	-5	.	?	-24%	-9%	?	.
Cc1ccccc1-c1noc(-c2ccccc2C(=O)NCC2CCCO2)n1 (stereo unspecified)	8%	-6%	5	5%	0%	-9%	-1%	2%	4%
COC(=O)c1oc2ccc(Br)cc2c1NC(=O)CCN1CCOCC1	-4%	-2%	22	0%	-12%	-6%	-16%	-7%	3%
O=c1cc2c(nn1Cc1ccc(Cl)cc1)-c1ccccc1CC2	-12%	-3%	-5	9%	-9%	-9%	-22%	-9%	10%
Cc1ccccc1NC(=O)c1cc2ccccc2o1	3%	69%&90%[activator]	1	-4%	-9%	-7%&1%	-14%&-8%	-14%	-11%
Cc1ccc(S(=O)(=O)N2CCCCC2CCNC(=O)C(=O)NCC2CCCO2)cc1 (stereo unspecified)	-13%	6%	?	4%	-1%	2%	5.8µM*	-1%	0%
Oc1ccc(CN2CCN(c3ccccc3)CC2)c2cccnc12	8%	?	112	?	0.71µM*	?	-18%	1.1µM*	?
O=C1OCCC1Sc1nc2ccccc2s1 (stereo unspecified)	-7%	-12%	23	-5%	-3%	-2%	4%	-4%	-4%
COCCOc1ccc(C(F)(F)F)cc1NC(=O)c1ccccc1	-1%	-7%	0	-6%	20%	11%	-8%	10%	17%
O=S(=O)(c1ccc(Cl)cc1)c1nc(-c2ccccc2F)oc1NCCCN1CCOCC1	-25%	-13%	-74*	?	0%	.	.	1%	?
CN(C)c1oc(-c2ccccc2)nc1C#N	-7%	-7%	-13	-9%	-17%	-3%	?	-5%	-4%

Arranged by length of the SMILES (low to high): part of the list above
SMILES	WRN inhibitor	ATXN2 expr inh	IL1B secr inh	SW480 rerep	HT1080 IDH1KD tx	KB-3-1 tox	KB-V1 cytotox	HT1080NT lethal	MCF10A rereplic
CN(C)c1oc(-c2ccccc2)nc1C#N	-7%	-7%	-13	-9%	-17%	-3%	?	-5%	-4%
Cc1ccc(/C=C2/SC(=O)NC2=S)o1	40µM*	1%	-12	-26%	-3%	-10%	50%	9%	-25%
COc1ccc(CNc2ccc([N+](=O)[O-])cn2)cc1	11%	18%	-8	?	-13%	-4%	-19%	-1%	5%
COCCOc1ccc(C(F)(F)F)cc1NC(=O)c1ccccc1	-1%	-7%	0	-6%	20%	11%	-8%	10%	17%
Cc1ccc2nc(-c3ccccc3)c(Cc3cccc(Cl)c3)n2c1	-8%	-25%	-5	.	?	-24%	-9%	?	.
Cc1ccccc1-c1noc(-c2ccccc2C(=O)NCC2CCCO2)n1 (stereo unspecified)	8%	-6%	5	5%	0%	-9%	-1%	2%	4%
CCOC(=O)N1CCN(c2c(NCCCN(CC)CC)c(=O)c2=O)CC1	-1%	-29%	-24	-2%	18%	3%	0%	13%	0%
COCCn1c(SCC(=O)N2CCN(c3ccccc3)CC2)nc2c(c1=O)SC(C)C2 (stereo unspecified)	8%	-2%	6	-9%	-1%	-17%	-2%	-10%	-5%
c1cnc2ccc(C(c3nnnn3C3CCCCC3)N3CCN(C4CCCCC4)CC3)cc2c1 (stereo unspecified)	14%	-2%	-23	-2%	6%	-8%	-22%	1%	1%
COc1cc2c(cc1OC)C(C)N(C(=O)[C@@H](NC(=O)c1ccccc1)C(C)C)CC2 (stereo partly specified)	-5%	-14%	-52*	6%	-4%	-7%	0%	-11%	14%
CN(c1ccc(OCC(=O)OCC(=O)NC2CCCC2)cc1)S(=O)(=O)c1ccc2ccccc2c1	-10%[57.1 µM]	4%	0	-41%[inhibitor][1.84 µM]	30%	-3%	7%	28%	6%

Other records follow.
SMILES	WRN inhibitor	ATXN2 expr inh	IL1B secr inh	SW480 rerep	HT1080 IDH1KD tx	KB-3-1 tox	KB-V1 cytotox	HT1080NT lethal	MCF10A rereplic
O=[N+]([O-])C1=C(Nc2cccc3ccccc23)CS(=O)(=O)C1	-5%	4%	30	-2%	-17%	-16%	0%	2%	20%
CC(C)(C)NC(=O)C1C(c2ccccc2)=Nc2ccccc2N1C(=O)c1ccc(C(F)(F)F)cc1 (stereo unspecified)	-2%	.	20	.	23%	-3%	?	4%	.
CCOC(=O)C1(CCCc2ccccc2)CCN(C(=O)c2cc(C)nn2CC)CC1	-4%	.	9	-18%	-12%	-6%	-3%	?	?
Cc1ccc(CN2C(=O)CCC2(C)C(=O)NCc2cccnc2)cc1 (stereo unspecified)	-4%	1%	-12	-12%	9%	5%	12%	9%	0%
Cc1cc2occ(CC(=O)N(C)CC(=O)Nc3c(C)cccc3C)c2cc1C	-2%	-21%	-6	5%	-7%	6%	-30%	-1%	18%
COc1ccc(Cl)cc1S(=O)(=O)NC(C)C(=O)NCc1cccnc1 (stereo unspecified)	-7%	3%	-6	-5%	3%	-3%	6%	5%	-8%
CCOC1=C2[C@@H](CN(S(=O)(=O)c3ccc(C)cc3)[C@H]2c2ccccc2F)[C@H]2C(=O)N(Cc3ccccc3)C(=O)[C@H]2C1	4%	-6%	1	.	-1%	-1%	?	-1%	.
COc1ccc(OCc2nc3ccccc3[nH]2)cc1	-2%	36%[activator]	-12	-11%	0%	1%	-19%	?	-13%
CCOC(=O)Cc1cc(=O)n2[nH]c(C)c(-c3ccccc3)c2n1	-11%[57.1 µM]	0%	8	3%	-13%	-1%	3%	-1%	?
Cc1ccc(C(=O)Cn2c(C(=O)OCCO)cc3ccccc32)cc1	-1%	-6%	30	?	?	?	-16%	?	?
Cc1ccccc1-c1nc(CN2CCC(C(=O)NC3CCN(Cc4ccccc4)CC3)CC2)c(C)o1	-1%	-14%	-8	3%	-3%	-2%	17%	0%	?
O=C(O)CCCn1cc(NC(=O)c2cccc(F)c2)cn1	0%	-24%	5	-1%	4%	26%	0%	1%	-2%
COc1cc(OC)c2nc(C)c3c(c2c1)N(c1ccc(O)cc1)CC3	31%	?	.	1%	3%	?	20%	?	?
CC1CCCCN1C(=O)CN1C(=O)CN(C)C(=O)c2ccccc21 (stereo unspecified)	-3%	1%	6	-11%	11%	0%	9%	16%	5%
CC(=O)NC(=O)Nc1sc(=S)n(C)c1C	2%	-7%	?	-1%	13%	17%	3%	25%	-4%
NC(=O)c1ccccc1NC(=O)C(c1ccccc1)c1ccccc1	-5%	-3%	-7	-6%	-20%	-14%	-20%	-16%	?
Cn1c(Oc2ccc(F)cc2)c(C=O)c2ccccc21	0%	-8%	-92*	11%	-21%	14%	4%	-22%	14%
Cc1cccc(NC(=S)N(CCc2nc3cc(C)c(C)cc3[nH]2)Cc2cccnc2)c1	-7%	-4%	3	-6%	0%	-5%	-12%	9%	-10%
Cc1ccc(-c2cc(-c3ccccc3)[nH]c(=S)c2C#N)cc1	8%	34%[activator]	-17	-1%	16%	-1%	-4%	24%	18%
C=CCN1C(=O)CSc2ccc(C(=O)OCC)cc21	-2%	-8%	21	-10%	4%	-1%	-20%	1%	-2%
O=S(=O)(NNC(=S)Nc1ccc(S(=O)(=O)Nc2ncccn2)cc1)c1ccc(Br)cc1	9%	-7%	16	0%	3%	0%	0%	1%	-1%

This is a random part of the collection. Share with any hit: about 12%.
